Bioassay records (PubChem)
PAFAH1B3 FP inh – PAFAH1B3 (human) inhibition; Q15102; recombinant PAFAH1B3, FP-rhodamine probe, fluorescence polarization; AID 492972; 0.28% of 340,000 active; inhibition, % at 3.39 µM;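 active = inhibition above the screen-wide average of all tested compounds plus 3 SD, cut at about 25% in these data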;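 also: 0% = enzyme with DMSO only and 100% = wells lacking PAFAH1B3 protein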
Target sequence (Q15102 whole entry, looked up): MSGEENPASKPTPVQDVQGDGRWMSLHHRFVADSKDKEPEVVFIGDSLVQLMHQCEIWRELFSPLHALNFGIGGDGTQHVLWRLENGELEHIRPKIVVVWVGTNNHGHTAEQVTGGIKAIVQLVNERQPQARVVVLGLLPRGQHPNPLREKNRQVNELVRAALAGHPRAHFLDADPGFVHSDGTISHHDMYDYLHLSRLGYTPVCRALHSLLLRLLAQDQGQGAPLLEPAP
PME-1 primary – blocks human protein phosphatase methylesterase 1; Q9Y570; recombinant PME-1, FP-Rh probe fluorescence polarization; inhibition, % at 5.9 µM; 0.53% of 320,000 active;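 active = inhibition above the campaign mean of all compounds plus 3 SD, cut at about 26% in these data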;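 also: competitive labeling of PME-1 active site by serine hydrolase directed probe; 0% = PME-1 with DMSO and 100% = wells lacking PME-1 enzyme; inhibitors block probe labeling so polarization falls and inhibition rises; many of its hits are not listed in these tables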
Target sequence (Q9Y570 whole entry, looked up): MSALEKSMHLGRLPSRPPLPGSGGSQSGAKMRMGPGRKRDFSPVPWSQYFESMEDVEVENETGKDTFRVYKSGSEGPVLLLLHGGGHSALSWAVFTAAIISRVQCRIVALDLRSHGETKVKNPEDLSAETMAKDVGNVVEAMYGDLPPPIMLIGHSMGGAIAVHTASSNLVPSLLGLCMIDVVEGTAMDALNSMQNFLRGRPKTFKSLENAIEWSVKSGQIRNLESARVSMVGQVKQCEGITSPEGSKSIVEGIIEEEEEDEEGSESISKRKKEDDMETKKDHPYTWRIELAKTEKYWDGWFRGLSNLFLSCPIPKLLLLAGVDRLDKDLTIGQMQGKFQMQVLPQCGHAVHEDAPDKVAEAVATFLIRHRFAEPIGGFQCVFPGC
Fam108B inh – blocks mouse Fam108B hydrolase in RBBP9 counter-screen; inhibition, % at 9.51 µM; AID 1947; 0.33% of 300,000 active; recombinant Fam108B, FP-Rh probe fluorescence polarization;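 active = inhibition above the screen mean inhibition plus 3 SD, computed separately per campaign, cut at about 18% in these data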;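 also: inhibitors lower polarization as less probe binds the enzyme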
PAFAH2 inh – PAFAH2 (human) inhibition. AID 492956. inhibition, % at 3.39 µM. Q99487. 0.99% of 340,000 active. recombinant PAFAH2, FP-rhodamine activity probe, fluorescence polarization;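 active = inhibition above the mean over all tested compounds plus 3 SD, cut at about 30% in these data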;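 also: inhibitors block probe labeling of enzyme so polarization drops; 0% = enzyme with DMSO and 100% = wells lacking PAFAH2 protein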
LYPLA1 inh – counter-screen for PME1 inhibitors: inhibitors of human LYPLA1; 0.16% of 320,000 active; inhibition, % at 5.9 µM; recombinant LYPLA1, FP-Rh probe fluorescence polarization;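 active = inhibition above the mean of all tested compounds plus 3 SD, set per campaign, cut at about 14% in these data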;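 also: inhibitors block serine hydrolase probe labeling of LYPLA1 so polarization falls; 0% = enzyme with DMSO and 100% = wells lacking LYPLA1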
Target sequence (O75608 whole entry, looked up): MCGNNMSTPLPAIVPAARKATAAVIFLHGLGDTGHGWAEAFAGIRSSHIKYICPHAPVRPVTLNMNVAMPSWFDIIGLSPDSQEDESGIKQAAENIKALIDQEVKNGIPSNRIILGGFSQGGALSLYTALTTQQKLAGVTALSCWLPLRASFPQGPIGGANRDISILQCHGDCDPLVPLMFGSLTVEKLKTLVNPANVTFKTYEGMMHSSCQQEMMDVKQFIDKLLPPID
PAFAH1B2 inh – PAFAH1B2 (human) inhibition | inhibition, % at 3.39 µM | P68402 | 1.2% of 340,000 active | recombinant PAFAH1B2, FP-rhodamine activity probe, fluorescence polarization;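 active = inhibition above the mean of all tested compounds plus 3 SD, cut at about 24% in these data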;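 also: 0% = enzyme with DMSO and 100% = wells lacking PAFAH1B2; many of its hits are not listed in these tables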
pPAFAH inh – pPAFAH (human) enzyme inhibition; Q13093; recombinant pPAFAH, FP-rhodamine probe fluorescence polarization; inhibition, % at 3.39 µM; 1.5% of 330,000 active; AID 463082;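 active = inhibition above the mean inhibition across the screen plus 3 SD, cut at about 25% in these data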;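 also: inhibitors block binding of the rhodamine activity-based probe so polarization drops; 0% = enzyme with DMSO and 100% = wells lacking pPAFAH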
PAD4 inh – PAD4 (human) enzyme inhibition; inhibition, % at 6.36 µM; recombinant PAD4, RCA probe fluorescence polarization; 0.41% of 330,000 active;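 active = percent inhibition above a cutoff equal to the mean of all tested compounds plus 3 SD, cut at about 15% in these data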;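 also: 0% = PAD4 with RCA probe and DMSO and 100% = probe without PAD4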
GSTO1 counter – counter-screen for RBBP9 inhibitors: inhibitors of human GSTO1 | P78417 | recombinant GSTO1, activity-based probe fluorescence polarization | inhibition, % at 5.96 µM | 1.1% of 300,000 active;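 active = inhibition above the campaign mean inhibition plus 3 SD, cut at about 35% in these data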;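 also: 0% = GSTO1-1 with DMSO and 100% = wells lacking GSTO1-1 enzyme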
Active calls of the source: *; x = no result given.

no.	SMILES	PAFAH1B3 FP inh	PME-1 primary	Fam108B inh	PAFAH2 inh	LYPLA1 inh	PAFAH1B2 inh	pPAFAH inh	PAD4 inh	GSTO1 counter
1	COc1ccc(CCN=C(N)NS(=O)(=O)c2ccc3ccccc3c2)cc1	6	2	-4	-3	-5	9	-4	3	-2
2	CCc1ccc(NC(=O)COc2ccc3c(c2)OCO3)cc1	4	-4	2	0	-2	3	0	-2	5
3	CCC1=C(OC(=O)N(CC)CC)N2C(=O)OC(=NCC(=O)OC)[C@]2(Cc2ccccc2)[C@H]2C1=CC[C@H]1C(=O)N(CC(=O)OC)C(=O)[C@H]12	-4	0	4	6	-1	9	-2	3	-4
4	COc1cc(OC)cc(C(=O)NNC(=S)NCc2ccco2)c1	-2	3	0	6	6	5	1	-4	-2
5	Cc1ccc(NCc2ccc(O)c3ncccc23)cc1C	1	1	-1	5	0	0	5	-11	1
6	Nc1ccn(Cc2cccc(Cl)c2)n1	1	0	0	-1	5	-1	5	-5	4
7	Cc1c(C)n(CCCN(C)C)c2ncnc(Nc3ccc(F)cc3)c12	1	1	-1	-5	-2	4	-5	-2	8
8	Cc1cccc(N2CC(C(=O)Nc3nnc(SCC(=O)N4CCOCC4)s3)CC2=O)c1 (centres undefined)	9	0	1	10	-3	4	15	-4	3
9	O=C(NCCN1CCOCC1)c1ccccc1[N+](=O)[O-]	-7	-4	-4	-6	0	2	1	0	13
10	COc1ccc(-c2cc(C)no2)cc1S(=O)(=O)NCCCN1CCCCCC1	8	-7	-4	2	-4	3	-8	-5	-5
11	C=CCC1(Cl)C(=O)C(Cl)=C(N2CCN(C)CC2)C1(OC)OC (centres undefined)	2	4	-3	1	-5	2	-2	5	-1
12	CCn1c(C)c2c([n+]1CC)CC(C)(C)CC2=O	2	0	7	-1	2	4	2	-2	-2
13	O=C(NCCN1CCOCC1)c1cc(-c2ccccc2)on1	7	-2	-3	5	1	1	1	2	4
14	O=C(NNC(=O)c1ccc(-c2ccccc2)cc1)c1ccccc1	-3	-10	0	-3	-2	-2	3	-1	-3
15	CCN(CC)C(=O)c1cccc(NC(=O)c2cc(-c3ccccn3)nc3ccccc23)c1	-3	1	x	0	-1	1	0	1	x
16	Cc1nn(CC(C)C(=O)N2CCN(S(=O)(=O)c3ccc(Cl)cc3)CC2)c(C)c1C (centres undefined)	-2	-8	-3	3	-2	26*	-5	-1	-4
17	COc1ccc(NC(=O)C2=CCN(S(=O)(=O)c3ccccc3)CC2)cc1OC	8	-2	1	3	1	7	2	0	2
18	Cc1cccc(N2CCN(C(=O)c3ccc(CNc4c(N5CCC(C)CC5)c(=O)c4=O)cc3)CC2C)c1 (centres undefined)	6	4	3	7	10	3	10	-4	-2
19	Cc1cc(-c2ccn[nH]2)c(C)s1	7	5	1	0	-1	2	-5	0	8
20	COc1nc(-c2ccccc2)c2cc(Br)ccc2n1	-7	-6	-7	4	1	2	0	1	6
21	CC(=O)Oc1ccc2nc(-c3ccc(Br)o3)oc(=O)c2c1	-1	-8	1	46*	2	7	6	-2	-9
22	O=C1NCCCC1C(=O)N/N=C/c1cccc(Cl)c1 (centres undefined)	7	-8	5	3	-4	7	-8	0	2
23	Cc1nnc(Nc2ccc3c(c2)OCO3)c2ccccc12	11	-1	2	2	2	0	2	2	10
24	COC(CNS(=O)(=O)c1ccc(S(=O)(=O)N2CCCC2)cc1)OC	2	-6	0	-1	4	3	-6	-9	-11
25	COc1ccc(/C=N/NC(=O)CNS(=O)(=O)c2ccccc2)cc1	13	-8	x	9	-5	0	-10	-4	x
26	C=CC[C@@H](Cc1ccc(F)cc1)C(=O)OC[C@H]1CCCN1C(=O)[C@H](CC=C)CC(=O)NCCO	6	x	x	-2	x	3	1	-1	x
27	CCCNC(=O)CSC1=N/C(=C/c2ccc(F)cc2)C(=O)N1CC	-1	1	-3	3	-1	-4	3	1	-1
28	CC1CCN(S(=O)(=O)N2CCC(C(=O)NCCc3ccccc3)CC2)CC1	6	0	-2	1	5	6	3	1	-3
29	CC1(OC(=O)CCc2ccccc2)C(=O)C=C2C=C(c3ccc(C#N)cc3)N(Cc3ccco3)C=C2C1=O (centres undefined)	-6	1	6	-3	-6	4	33*	-11	13
30	O=C(Nc1ccc(Br)cc1Cl)c1ccc2c(=O)n3c(nc2c1)CCC3	-5	-13	-9	5	-11	1	-3	-4	-8
31	CCOC(=O)c1ccc(NC(=S)NCc2cccnc2)cc1	6	1	-3	0	5	13	0	-9	-11
32	O=C(/C=C/c1ccccc1)N1CCN(C(=O)c2ccco2)CC1	5	-5	-4	-4	1	1	-2	-2	0
33	CCOc1ccc(NC(=O)C2CCC(CNc3c(N4CCC(C)CC4)c(=O)c3=O)CC2)cc1 (centres undefined)	1	-8	-1	2	-4	2	-1	-1	6
34	OCC[C@H]1C[C@@H](O)[C@H](O)[C@]2(Cc3ccccc3O2)O1	7	-4	7	6	4	-1	3	6	12
35	O=C(CNC(=O)c1ccc(Cl)cc1Cl)NCC(=O)Nc1ccccc1N1CCOCC1	-1	-5	-3	8	2	7	7	-1	-8
36	O=C1CN(C(=O)c2ccccc2)C(c2ccccc2)c2cc(F)ccc2N1 (centres undefined)	3	0	11	-4	-3	10	1	0	5
37	CCN(CC)C(=O)c1ccc2nc(-c3ccccc3)c(-c3ccccc3)nc2c1	2	-4	0	10	1	3	2	0	4
38	CNC(=O)c1c(N)sc2c1CCCCC2	x	2	5	x	2	x	4	-3	12
39	CN1CCc2c(C#N)c(N3CCCCC3)nc(N3CCOCC3)c2C1	x	5	2	x	6	x	3	0	7
40	Cc1cccc(C)c1NC(=O)Cn1nnc(-c2ccc(CN3CCC(C)CC3)cc2)n1	14	2	2	9	-2	6	4	-1	1

Reformatted: results already given
#4 COc1cc(OC)cc(C(=O)NNC(=S)NCc2ccco2)c1
  PAFAH1B3 FP inh: -2 | PME-1 primary: 3 | Fam108B inh: 0 | PAFAH2 inh: 6 | LYPLA1 inh: 6 | PAFAH1B2 inh: 5 | pPAFAH inh: 1 | PAD4 inh: -4 | GSTO1 counter: -2

#35 O=C(CNC(=O)c1ccc(Cl)cc1Cl)NCC(=O)Nc1ccccc1N1CCOCC1
  PAFAH1B3 FP inh: -1 | PME-1 primary: -5 | Fam108B inh: -3 | PAFAH2 inh: 8 | LYPLA1 inh: 2 | PAFAH1B2 inh: 7 | pPAFAH inh: 7 | PAD4 inh: -1 | GSTO1 counter: -8

Other entries follow:
no.	SMILES	PAFAH1B3 FP inh	PME-1 primary	Fam108B inh	PAFAH2 inh	LYPLA1 inh	PAFAH1B2 inh	pPAFAH inh	PAD4 inh	GSTO1 counter
41	COc1ccc(NC(=O)CCCn2cnc3ccccc3c2=O)cc1	3	1	9	-3	0	2	4	-2	11
42	C=CCNC(=O)CCCCC(=O)NCC=C	4	-7	-6	-3	2	9	5	-2	-1
43	COc1ccc(C2N3CC4(C)CN2CC(C)(C3)C4)cc1OC (centres undefined)	5	-2	0	7	-5	2	-6	-11	12
44	O=C(O)c1cccnc1SC1CC(=O)N(Cc2ccccc2)C1=O (centres undefined)	2	2	1	2	1	7	-6	3	0
45	CN(C(=O)CSc1cccc[n+]1[O-])C1CCCCC1	1	x	x	0	x	4	-1	-1	x
46	Cc1nn2c(CN(C(=O)COc3ccccc3)c3ccccc3)nnc2c2ccccc12	4	0	-1	-11	-2	-1	4	2	6
47	CCC(C)N1C(=O)CCC1C(=O)N1CCN(c2ccccc2F)CC1 (centres undefined)	3	-2	7	2	-4	2	1	1	-1
48	CCCC(CCC(=O)Nc1ccc(C(=O)OCC)cc1)C(=O)O (centres undefined)	6	1	1	-1	-2	6	1	0	-6
49	COc1cccc(-c2cc(C(=O)Nc3ccncc3)c3ccccc3n2)c1	-4	-1	0	-8	-15	-1	5	4	-8
50	Cc1ccccc1Sc1ccc([N+](=O)[O-])cn1	0	-4	0	2	4	-1	4	5	-1
51	CCc1c(C)c(C#N)c2nc3ccccc3n2c1NCCOC	4	3	1	-5	4	1	10	4	-5
52	Cc1cc(=O)[nH]c(N/N=C/c2cn(CCC#N)nc2-c2ccccc2)n1	-12	0	0	-3	0	0	1	-3	-2
53	O=C(NCC(=O)N1CC=C(c2ccccc2)CC1)c1ccccc1Br	3	1	3	4	0	1	6	-2	4
54	COc1ccc(/C=C/C(=O)OCC(=O)NCCC2=CCCCC2)cc1S(=O)(=O)N1CCOCC1	0	5	-3	65*	-4	-2	-2	-1	6
55	COc1ccccc1C(NC(=O)C1CCCCC1)c1c(O)ccc2ccccc12 (centres undefined)	2	-7	-3	2	-1	-7	-7	2	10
56	COc1ccc(C2(O)C(=O)Nc3ccc(C)cc32)cc1 (centres undefined)	6	-8	4	6	1	5	3	2	3
57	Cc1nc(C(=O)N2CCc3c([nH]c4ccccc34)C2c2ccccn2)cs1 (centres undefined)	-2	7	2	9	-2	0	3	-1	-1
58	COc1cccc(C(=O)NCCS(=O)(=O)N2CCCCC2)c1	5	-4	-1	-2	0	4	1	-3	3
59	Cc1ccccc1-c1cc(C(=O)NCc2ccco2)n(CC2CC(c3cccnc3)=NO2)n1 (centres undefined)	7	-1	x	-26	-4	0	-6	-1	x
60	O=C(N/N=C/c1cccc2nccnc12)c1ccccc1O	9	0	3	4	2	2	0	1	-2
61	COc1ccc(Cc2c[nH]c(=O)[nH]c2=O)cc1	8	-6	-1	-5	1	2	2	-1	-1
62	O=C(CSc1nc(O)cc(=O)n1-c1ccccc1)c1ccc(Br)cc1	5	-6	-4	18	-9	4	25*	-9	-18
63	Cc1ccccc1CN1CCCOCCS1(=O)=O	1	1	0	8	1	2	5	1	6
64	COc1ccc(Cl)c(Cn2c(NCc3ccccn3)nc3c2c(=O)n(C)c(=O)n3C)c1	3	5	-2	0	1	-2	2	-1	-7
65	CCc1ccc(CNC(=O)C2CCCN(S(=O)(=O)N(CC)c3ccccc3)C2)cc1 (centres undefined)	-1	-4	1	2	-5	11	7	0	18
66	CCOC(=O)N1CCN(C(=O)CC(C(=O)N2CCc3ccccc32)n2ccnc2)CC1 (centres undefined)	9	-3	3	0	1	1	4	-3	7

Only part of the results is shown; rates above refer to the full screens.
